# Screening results: PubChem BioAssay, several laboratories
# Vif imaging = blocks HIV Vif function. hit rate 0.35% among 340,000. HEK293T cells, Vif self-association by quenched fluorescence, imaging, 24 h. inhibition, % at 7.49 µM; in the data active means inhibition above about 50%, passing the limit was not always enough; inconclusive means no clear call, values can overlap the other calls; inactive means below about 31%; further: some results filed as inactive read as strong as hits
# HIF-2a block = blocks HIF-2a reporter activity; 786-0 RCC cells HIF-2a reporter, luciferase luminescence, overnight; inhibition, % at 18.8 µM; hit rate 0.72% among 360,000;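 active means inhibition of the luminescence signal of 40% or more relative to plate controls, in a single-dose primary screen at 18.75 µM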
# MITF TRPM1 inh = reduces MITF-dependent TRPM1 promoter luciferase signal | SK-MEL-5 TRPM1 promoter luciferase, 24 h | inhibition, % at 12.5 µM | hit rate 0.83% among 330,000 | AID 488899;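 active means mean inhibition across replicates of 60% or more, whatever share of single replicates reaches that level; inconclusive means some that reach 60%, reason not given; inactive means mean inhibition across replicates below 60%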; further: values of inactives mirror those of a sister screen read the other way
# PDI inh = PDI (human) enzyme inhibition; PDI insulin aggregation turbidity, A650, 90 min; P07237; inhibition, % at 10 µM; hit rate 0.052% among 350,000;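 active means mean inhibition across replicates of 30% or more, whatever share of single replicates reach that level; inconclusive means mean inhibition below 30% while every single replicate reaches 30%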;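 further: absorbance from insulin aggregation driven by PDI reduction with DTT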
# Target sequence (P07237 whole entry, looked up): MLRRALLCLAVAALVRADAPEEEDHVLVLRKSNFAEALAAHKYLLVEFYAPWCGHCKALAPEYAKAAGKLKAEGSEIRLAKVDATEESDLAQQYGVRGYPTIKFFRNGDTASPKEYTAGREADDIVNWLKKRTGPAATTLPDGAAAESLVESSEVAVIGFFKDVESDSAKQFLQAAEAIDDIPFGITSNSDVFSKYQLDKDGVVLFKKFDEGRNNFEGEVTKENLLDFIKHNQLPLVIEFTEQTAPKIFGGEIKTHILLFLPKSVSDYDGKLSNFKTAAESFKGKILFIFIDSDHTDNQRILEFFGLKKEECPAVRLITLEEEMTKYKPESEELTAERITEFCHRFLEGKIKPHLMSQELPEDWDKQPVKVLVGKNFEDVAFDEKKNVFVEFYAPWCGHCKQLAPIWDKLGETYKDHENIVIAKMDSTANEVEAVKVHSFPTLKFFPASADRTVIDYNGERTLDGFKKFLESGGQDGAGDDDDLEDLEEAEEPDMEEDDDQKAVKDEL
# Granule exo inh = blocks lytic granule exocytosis | TALL-104 LAMP-1 surface exposure, flow cytometry; cells stimulated with thapsigargin and PMA | inhibition, % at 10 µM | hit rate 0.66% among 360,000 | AID 651702;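 active means inhibition above about 55%, limit read from the data; inconclusive means no clear call, values can overlap the other calls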
# CaV13 ICDI inh = Disruptors of the CACNA1D IQ motif to Ca2+-dependent inactivation inhibitor domain association, primary screening, Förster resonance energy transfer in intact living … | inhibition, % at 12.3 µM | hit rate 0.098% among 340,000 | HEK cells, CFP/YFP FRET ICDI-IQ, plate reader, 10 min; percent FRET-ratio fall versus neutral wells;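 active means mean replicate inhibition of at least 30% and at least 1% of replicates passing that level; inconclusive means only one of the two criteria is met; inactive means neither criterion is met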;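 further: 0% = median of the neutral control wells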
# NR2E3 ag-1 = activates human NR2E3 receptor | Q9Y5X4 | CHO-S Gal4-NCOR/VP16-NR2E3 two-hybrid, luciferase | inhibition of corepressor binding, % at 3.98 µM | hit rate 0.35% among 360,000 | AID 602229;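 active means inhibition above the mean of all tested compounds plus 3 SD, cut at about 70% in these data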;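 further: 0% = DMSO with NR2E3 transfected cells and 100% = cells lacking NR2E3 construct; higher means lower luciferase signal from less NR2E3 corepressor binding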
# Target sequence (Q9Y5X4 whole entry, looked up, the tested form may be a part): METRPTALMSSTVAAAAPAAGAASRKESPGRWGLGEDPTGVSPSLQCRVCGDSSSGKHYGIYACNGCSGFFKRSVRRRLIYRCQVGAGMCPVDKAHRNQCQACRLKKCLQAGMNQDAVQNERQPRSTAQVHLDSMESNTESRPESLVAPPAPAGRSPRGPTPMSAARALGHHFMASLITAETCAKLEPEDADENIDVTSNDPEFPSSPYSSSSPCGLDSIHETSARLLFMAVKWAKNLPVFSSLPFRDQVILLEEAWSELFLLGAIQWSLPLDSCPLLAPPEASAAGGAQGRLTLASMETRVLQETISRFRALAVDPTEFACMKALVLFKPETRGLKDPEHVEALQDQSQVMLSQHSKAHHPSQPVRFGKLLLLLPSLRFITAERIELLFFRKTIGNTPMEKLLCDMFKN
# NR2E3 ag-2 = agonists of human nuclear receptor NR2E3. AID 2300. inhibition of corepressor binding, % at 4.78 µM. GST-NR2E3/biotin-RetCOR TR-FRET, 1536-well. Q9Y5X4. hit rate 0.12% among 320,000;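 active means percent inhibition above the cutoff of mean plus 3 SD of all tested compounds, set per screening campaign, cut at about 20% in these data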;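 further: 0% = DMSO wells and 100% = biotin wells as full block of FRET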
#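 system = GST-tagged NR2E3 plus biotinylated RetCOR corepressor | input = 1.35 nM GST-NR2E3 | also added = 7 nM biotin-RetCOR | schedule = 5 h incubation at 4 °C | measured by = TR-FRET with europium anti-GST and streptavidin-D2, 340 nm excitation | read-out = percent loss of FRET ratio relative to control wells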
# hiPSC survival = hiPSC single-cell survival enhancement. AID 602274. hit rate 0.044% among 360,000. ATPlite luminescence; 100% = ROCK inhibitor wells, 0% = DMSO. survival enhancement, % at 20 µM; in the data active means survival enhancement above about 18%;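 further: cells exposed to compounds for 16 hours before the ATP read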
# aDG glyco up = alpha-DG glycosylation activation | hit rate 0.22% among 360,000 | Pro5-aDG cells, alpha-DG glycosylation AlphaScreen (IIH6); 0% Pro5, 100% B10-LARGE cell signal | AID 624168 | activation, % at 10 µM;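 active means activation of at least 8% versus controls, or a plate z-score of at least 8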;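 further: Pro5 are CHO cells carrying HIG-tagged alpha-DG that lacks glycosylation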
# Peg3 promoter = Peg3 promoter activity inhibition; HeLa PEG-Prom luciferase reporter, luminescence, overnight; inhibition, % at 20 µM; hit rate 1.7% among 360,000; AID 588405;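 active means inhibition of at least 50% at 20 µM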
# * marks the source's active call; other numbers are inactive results; ? = inconclusive; · = not tested or not shown.
SMILES,Vif imaging,HIF-2a block,MITF TRPM1 inh,PDI inh,Granule exo inh,CaV13 ICDI inh,NR2E3 ag-1,NR2E3 ag-2,hiPSC survival,aDG glyco up,Peg3 promoter
CC(Sc1nnc(-c2ccccc2F)n1C1CC1)C(=O)NCc1ccco1 (stereo not given),-2,2,7,-2,-4,-6,16,-2,-0.5,0.1,2
CCCn1c(SCC(=O)c2ccc(CC)cc2)n[nH]c1=O,-9,-3,-19,-7,1,·,-15,-1,-1.0,-0.1,-30
CCCNC(=S)Nc1ccc(F)cc1F,-14,20,6,-8,4,-20,8,2,0.0,0.0,0
CC(NC(=O)CN1CCN(c2ncccn2)CC1)c1ccc(F)cc1 (stereo not given),0,19,-3,8,2,·,-21,-2,1.0,0.0,9
O=C(NS(=O)(=O)Nc1ccc(Br)cn1)c1c[nH]c2ccccc12,15,0,12,5,0,-3,-49,-3,0.0,0.1,2
CC(C)[C@H](NC(=O)c1ccccc1)C(=O)OCC(=O)c1ccc(S(=O)(=O)N2CCCCC2)cc1,0,-12,8,8,3,-5,-15,1,-0.3,-0.2,-3
Cc1cc2c(o1)CC(C)(C)CC2=O,-2,10,-3,-2,5,-5,-38,2,0.1,-0.5,2
COc1ccc(Cl)cc1NC(=O)Nc1cc(C)on1,-2,1,1,-3,-5,-6,-4,0,-0.1,0.0,-15
CCOC(=O)c1c(C)[nH]c(C(=O)OCC(=O)c2ccc(OC)cc2OC)c1C,15,-8,-4,-1,-4,-6,10,1,0.0,0.0,-4
Cc1cc(-c2cc(C(=O)NCc3ccccc3)on2)nc(S(C)(=O)=O)n1,1,15,27,-3,-4,-7,-2,3,-2.2,2.0,9
Oc1cc(Cc2ccccc2)cnc1CN1CCOCC1,-3,-23,-8,2,-2,-5,-25,2,-3.9,-0.2,-8
Cc1ccc(-n2c(C)n[nH]c2=S)cc1C,1,13,-5,3,-5,-5,18,-3,-1.1,0.0,-5
O=C(Nc1ccc(OC(F)(F)F)cc1)C1CCCN(S(=O)(=O)c2cccnc2)C1 (stereo not given),2,24,13,-2,1,·,49,1,0.2,0.4,3
O=C(c1cnc2n(c1=O)CCS2)N1CCc2ccccc21,·,16,·,·,-1,-5,-17,5,-1.4,0.1,7
CCOc1ccc(NC(=O)CN(C)C(=O)C2CCN(c3ncnc4sc(C)c(C)c34)CC2)cc1OCC,-4,17,-8,5,13,-9,-10,2,-0.1,0.7,17
CC(OC(=O)c1cc2sccc2n1C)C(=O)NC(C)(C)C (stereo not given),-2,7,-10,0,0,-6,3,-2,1.8,-0.2,0
O=C(CCN1C(=O)S/C(=C/c2ccc(Cl)cc2)C1=O)N1CCOCC1,0,-12,7,0,1,-18,-15,1,-0.8,1.5,-12
O=C(Nc1ccccc1)OCCOc1ccc(Cl)cc1Cl,-7,-138,-13,4,-1,-10,-9,·,-0.8,0.5,-78
O=S(=O)(Nc1ccccc1N1CCOCC1)c1ccc(Cl)cc1,0,4,3,0,13,·,-4,-3,-0.2,0.0,22
O=C1NC[C@H](c2ccccc2)OC(=O)[C@@H](Cc2ccc(F)cc2)C/C=C\C[C@H]1CC(=O)N(CCO)Cc1ccccc1,-1,6,24,2,-7,-5,52,·,-0.9,-0.7,68*
CCc1cc[n+](-c2nc3ccccc3nc2[N-]S(=O)(=O)c2ccc(Br)s2)cc1,-1,-85,3,1,-2,-6,-19,1,-2.7,-0.3,-33
COc1ccc(C2C3C(C)=NN=C3CC(C)(O)C2C(C)=O)cc1 (stereo not given),-8,26,-3,3,-2,-3,-2,-1,-0.3,0.1,4
O=C(Nc1ccc(Cl)cc1C(=O)N1CCCC1)c1cccc([N+](=O)[O-])c1,9,15,-3,-10,15,-2,2,2,-0.8,0.1,5
CCNC(=O)C1(C)CCCN1C(=O)c1ccc(N(C)C)cc1 (stereo not given),2,10,·,-15,-6,-7,-9,·,-0.7,0.3,-3
COc1ccc(C2C(C#N)=C(N)OC3=C2C(=O)CCC3)cc1Cn1cc([N+](=O)[O-])cn1 (stereo not given),3,23,-16,14,-2,-2,16,-2,-2.9,0.1,-6
CC1CN(c2ccc(C(F)(F)F)cc2[N+](=O)[O-])CCN1S(C)(=O)=O (stereo not given),-7,13,2,7,6,-4,1,-4,2.4,-0.2,9
COc1ccc(NC(=O)Cc2nnc(SCC(=O)Nc3ccc(F)cc3)n2C)cc1,0,-20,-3,1,-9,-3,0,2,0.5,0.1,-7
Cc1cc(C)n2nc(SCC(=O)N(Cc3ccccc3)C3CCS(=O)(=O)C3)nc2n1 (stereo not given),-9,14,-11,2,-2,2,-18,4,0.5,-0.1,10
Nc1ccccc1Nc1cccc(C(F)(F)F)c1,11,21,-15,2,-2,-1,-12,4,-2.3,0.4,21
CN(CCC(=O)Nc1cc(S(=O)(=O)N(C)C)ccc1Cl)CC(=O)Nc1ccc(F)cc1,-5,12,-2,3,-5,-4,-17,5,0.5,-0.1,20
O=C(NCC1COCCO1)C1CCN(S(=O)(=O)c2ccccc2)CC1 (stereo not given),6,13,12,3,3,·,-2,1,0.4,0.2,-5
O=C(COC(=O)c1ccc(Cl)c(S(=O)(=O)N2CCCCC2)c1)NCCc1ccccc1,-2,2,-3,-7,-7,-6,11,·,-0.4,0.1,7
COc1ccccc1OCc1cc(C(=O)N(C)CCC2CCOCC2)no1,2,-192,·,-6,-31,-8,-78,·,-1.6,0.0,-256
S=C(NCCCN1CCOCC1)N1CCN(c2cccc(Cl)c2)CC1,5,16,2,-3,21,-4,10,3,0.1,0.1,9
Cc1nc2cc(NC(=O)NCc3ccc4c(c3)OCO4)ccc2o1,·,-3,16,1,-2,-5,-16,0,-2.0,-0.2,-8
CCC1Oc2ccccc2N(CC(=O)NCCCN2CCN(c3ccc(OC)cc3)CC2)C1=O (stereo not given),-3,-3,-7,6,14,-6,14,0,-0.2,0.1,4
COC(=O)c1ccc(CSc2nc3ccccc3c(=O)n2C)o1,23,-3,-12,12,10,-2,-36,-2,0.8,0.2,-9
CCOC(=O)c1ccc(NC(=O)NS(=O)(=O)c2ccc(C)cc2)cc1,7,-4,-1,-8,-4,·,-1,-2,-0.3,-0.3,2
Cc1cc2c(cc(C(=O)NCc3cccnc3)n2Cc2ccc(Cl)cc2)o1,5,7,-2,-14,1,-7,-31,1,1.1,0.0,12
CCOCCCNC(=O)CN(Cc1ccc(Cl)cc1)S(C)(=O)=O,·,2,0,5,1,·,-50,-2,6.8,0.4,4
Cc1ccc(C)c(N=Cc2cc3c(cc2[N+](=O)[O-])OCO3)c1,-3,11,7,-5,-4,-19,3,1,2.1,-0.5,-2
CCOC(=O)C(/C=N/c1cc(C)nn1-c1ccccc1)=C(\C)O,-2,7,8,-2,0,-3,-4,0,-1.1,0.2,4
O=C(CCNC(=O)c1ccccc1Cl)Nc1ccncc1,-3,10,2,1,-5,-3,15,3,-0.5,-0.1,4
CC(C)c1nc2sc3c(SCC(=O)NCc4ccco4)ncnc3c2c2c1CCC2,·,-1,-5,?,10,·,-4,10,5.0,0.2,12
Cc1ccc(Cc2c(C)c(C#N)c3[nH]c4ccccc4n3c2=O)cc1,-23,-8,21,-3,7,1,-19,1,-0.2,0.2,36
O=C(O)c1c(Cl)nc2ccccn12,-1,12,5,12,-1,9,7,-1,-2.0,0.1,6
CCOC(=O)Cn1cc(C(=O)C2CC2)c2ccccc21,-6,17,0,3,-2,-5,-10,0,-1.2,-0.1,2
CSc1ccc(S(=O)(=O)N2CC(=O)Nc3ccccc32)cc1,8,20,-8,4,-7,3,-15,-1,0.3,0.1,8
O=C(/C=C/c1ccccc1)Nc1nc(-c2ccncc2)cs1,-4,-95,12,-14,15,2,3,0,5.0,-0.1,-13
CCOC(=O)CC1C(=O)NCCN1C(=O)c1ccc(C)cc1 (stereo not given),1,5,14,1,2,-21,-17,-3,0.0,-0.1,3
N#Cc1ccc(C(=O)Nc2cc(C3CC3)nn2-c2ccccc2)cc1,7,3,-5,-2,-1,-10,-8,-3,-0.6,-0.1,-18
Nc1c(C(=O)NCc2cccnc2)sc(=S)n1-c1ccccc1,-12,10,3,-4,17,-5,4,2,1.3,0.1,24
NC(=O)C1CCN(c2ccc3c(c2)S(=O)(=O)c2ccccc2C3=O)CC1,9,-116,-28,-4,-8,-24,10,1,-1.3,0.1,-73
COCCNC(=O)C1CCCN(C(=O)c2oc3ccccc3c2C)CC1 (stereo not given),-6,4,·,-42,18,-4,-61,·,3.9,-0.3,-9
CCCOC(=O)c1ccc(NC(=O)c2ccc(Br)o2)cc1,-8,-68,-56,15,2,-3,-42,1,-1.1,0.2,-154
O=C(NCc1ccc(F)cc1)c1cc(C(=O)C2CC2)c[nH]1,·,8,13,-3,2,-6,-4,-2,0.5,-0.2,8
O=c1[nH]cnc2c1ncn2C1OC(CO)C(O)C1O (stereo not given),-1,-2,0,2,-3,-6,28,·,-0.3,0.1,-6
CC(C)[C@H](NC(=O)c1ccc(Cl)c([N+](=O)[O-])c1)C(=O)NCc1ccc(F)cc1,-4,20,13,-4,7,-5,14,2,-1.7,0.5,-1
O=C(CSc1ccc(Br)cc1)NCC(c1ccco1)N1CCCCC1 (stereo not given),4,-5,3,-15,-2,-6,7,-2,-0.4,0.1,3
O=C(COc1nc2ccccc2nc1N1CCOCC1)NC1CCCCC1,-1,9,0,-5,-1,-15,18,3,1.1,0.5,2

# Further records:
SMILES,Vif imaging,HIF-2a block,MITF TRPM1 inh,PDI inh,Granule exo inh,CaV13 ICDI inh,NR2E3 ag-1,NR2E3 ag-2,hiPSC survival,aDG glyco up,Peg3 promoter
C/C(=N/NC(=O)CNC(=O)c1cccnc1)c1ccc(Cl)cc1,-5,20,0,3,-4,-6,7,2,-0.1,0.0,5
COC(=O)Nc1ccc(S(=O)(=O)Nc2cc(OC)nc(OC)n2)cc1,15,9,-7,-5,-4,-6,-6,2,0.5,0.0,-2
Cc1ccccc1-c1csc(C(O)c2ccccc2)n1 (stereo not given),2,-93,·,0,15,-6,-34,·,1.4,-0.1,-62
CC(C1CC2CCC1C2)n1c(-c2ccco2)n[nH]c1=S (stereo not given),-5,15,-3,-7,15,-4,-21,-1,2.0,0.4,1
COc1cc(CCC(=O)OCC(=O)c2ccc[nH]2)cc(OC)c1OC,10,3,0,7,2,-3,-17,2,0.4,3.2,-4
Cc1ccc2nsnc2c1NC(=S)NC(=O)c1ccco1,-6,15,22,-5,0,0,-5,-4,0.5,0.1,12
COC(=O)C(Cc1ccccc1)P(=O)(c1ccccc1)c1ccccc1 (stereo not given),13,8,2,-21,2,-2,-13,-1,-0.5,-0.1,20
CC(=O)Nc1ccc(S(=O)(=O)N(c2cccnc2)S(=O)(=O)c2ccc(NC(C)=O)cc2)cc1,-26,8,8,-4,2,-6,0,-2,-1.2,-0.1,3
